HEK293 tox: kills HEK 293 cells. HEK 293 viability, ATP luminescence (CellTiter-Glo), 48-72 h. Potency, µM (doses to about 115 µM), inactives show top-dose activity change, negative = cytotoxicity, most hits filed as inhibitors. 94,000 compounds, 6.6% hits. AID 1345083; also: potency is read from the fitted curve at half-maximal effect; nearly all actives have a fitted effect of over 60% in size
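HEK 293 cells seeded at 250 cells/well were exposed to compound for 48 or 72 hr at 37 degree Celsius. Viability taken as ATP content by CellTiter-Glo luminescence.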
GPT2 inh: GPT2 alanine aminotransferase inhibition; Q8TD30; Recombinant GPT2, coupled pyruvate oxidase/HRP Amplex Red fluorescence; Potency, µM (top dose mostly 57.7 µM), for the others: top-dose activity change, negative = inhibition, usual class: inhibitors; 100,000 compounds, 0.25% hits; AID 1671188; also: potency is read from the fitted curve at half-maximal effect; nearly all actives have a fitted effect of over 60% in size; many of its hits are not listed in these tables
Target sequence (Q8TD30 whole entry, looked up): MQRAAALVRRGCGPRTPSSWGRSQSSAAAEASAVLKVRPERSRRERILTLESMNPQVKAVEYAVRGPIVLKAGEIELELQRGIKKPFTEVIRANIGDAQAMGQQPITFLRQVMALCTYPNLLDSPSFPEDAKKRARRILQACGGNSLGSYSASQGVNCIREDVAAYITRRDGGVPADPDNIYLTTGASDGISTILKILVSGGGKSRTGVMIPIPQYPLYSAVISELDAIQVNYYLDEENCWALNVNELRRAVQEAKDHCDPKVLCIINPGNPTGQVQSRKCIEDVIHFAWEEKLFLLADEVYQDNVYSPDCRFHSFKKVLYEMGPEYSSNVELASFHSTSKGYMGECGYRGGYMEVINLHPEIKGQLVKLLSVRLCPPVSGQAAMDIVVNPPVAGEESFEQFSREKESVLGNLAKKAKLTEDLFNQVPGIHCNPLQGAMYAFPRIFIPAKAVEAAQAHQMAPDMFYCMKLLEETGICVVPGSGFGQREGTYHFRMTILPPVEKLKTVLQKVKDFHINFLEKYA
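Fluorescence read-out: pyruvate from GPT2 turnover coupled to pyruvate oxidase, HRP and Amplex Red (0.2mM ThPP, 0.2U/mL PO and HRP, 50uM Amplex final). Substrates 250uM a-KG, 2mM L-alanine; enzyme 10ng/uL; 30 min RT.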
HEK293 viab: cell viability loss counter-screen. HEK-293-SNCA-luc viability, GF-AFC fluorescence, 24 h. Potency, µM (top dose mostly 57.1 µM), for the others: at the top dose activity change, negative = cytotoxicity, most hits filed as cytotoxic. 150,000 compounds, 0.12% hits;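 also: potency is read from the fitted curve at half-maximal effect; 0% = DMSO-treated cells and -100% = medium-only wells without cells; nearly all actives have a fitted effect of over 30% in size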
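Cytotoxicity counterscreen: after 24 h compound treatment of genome-edited SNCA-luciferase HEK-293 cells, live-cell protease substrate GF-AFC read by fluorescence after 30 min; activity scaled between DMSO (0%) and medium-only (-100%), curves Hill-fitted.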
SNCA expr inhib: reduces expression of the alpha-synuclein gene; Potency, µM (highest dose often 57.2 µM), for the others: at the highest dose activity change, negative = inhibition, most hits filed as inhibitors; 140,000 compounds, 0.17% hits; HEK-293 SNCA-luciferase knock-in, luminescence, 24 h; AID 1671194;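 also: potency is read from the fitted curve at half-maximal effect; plate controls were DMSO cells for no effect and cell-free wells for full effect; nearly all actives have a fitted effect of over 45% in size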
3T3 cytotox: cytotoxic compounds in NIH 3T3 cells | Potency, µM (doses to about 96.7 µM), for inactives: at the top dose activity change, negative = cytotoxicity, hits mostly inhibitors | 94,000 compounds, 4.3% hits | NIH 3T3 viability, CellTiter-Glo ATP luminescence, 48-72 h | AID 1345082; also: potency is read from the fitted curve at half-maximal effect; nearly all actives have a fitted effect of over 55% in size
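ATP-dependent luminescence (CellTiter-Glo) served as the viability signal for NIH 3T3 cells treated with compound for 48 or 72 hr at 37 °C.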
Luciferase inh: Photinus pyralis luciferase inhibition; Potency, µM (titrated, usually from 115 µM), for the others: top-dose activity change, negative = inhibition, most hits filed as inhibitors; 76,000 compounds, 2.5% hits; purified P. pyralis luciferase, luminescence, biochemical; P08659; also: potency is read from the fitted curve at half-maximal effect; nearly all actives have a fitted effect of over 65% in size
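Inhibitors were tested against purified firefly luciferase in a biochemical, low-substrate format (both substrates at 10uM) and luminescence measured with a CCD imager.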
IP6K1 inhibitor: inhibitors of human IP6K1; activity change, % (series mostly up to about 58 µM); Q92551; 140,000 compounds, 0.81% hits; IP6K1 kinase, ADP-Glo luminescence, 2 h; stronger effect = lower value; in the data active = activity change below about -25%
Target sequence (Q92551 whole entry, looked up): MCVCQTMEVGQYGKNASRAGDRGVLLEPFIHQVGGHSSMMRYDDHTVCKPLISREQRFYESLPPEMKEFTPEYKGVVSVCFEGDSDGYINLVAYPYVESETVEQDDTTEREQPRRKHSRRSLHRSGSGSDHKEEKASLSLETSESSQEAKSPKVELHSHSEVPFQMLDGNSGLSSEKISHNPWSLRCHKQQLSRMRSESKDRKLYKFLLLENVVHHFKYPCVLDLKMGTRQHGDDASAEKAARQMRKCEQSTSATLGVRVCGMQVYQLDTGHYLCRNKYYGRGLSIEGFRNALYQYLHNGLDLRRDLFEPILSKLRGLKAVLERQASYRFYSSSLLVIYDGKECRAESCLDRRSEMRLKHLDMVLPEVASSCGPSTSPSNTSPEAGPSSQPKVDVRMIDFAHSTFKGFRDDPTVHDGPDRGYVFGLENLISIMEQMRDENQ
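ADP-Glo luminescence measures ADP made by human IP6K1 during a 2 h RT reaction with ATP/IP6 (mix at 1.3 mM/130 uM); top library doses 57.5 and 19.1 uM final.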
* hit, by the source's call; i = inactive; ? = inconclusive; / = not tested or not shown; & = joins results of further samples; ! = not confirmed by another sample; [ ] = remark or other dose. Unless noted, calls follow the shape of the dose curve; as a rule, active = well fitted curve in the direction sought with a large enough effect; inconclusive = small, poorly fitted or top-dose-only effect, or another doubt; inactive = no such curve, though single readings can be large; an effect the other way counts as inactive or inconclusive. Unless noted, % is scaled to controls: 0 for no effect and ±100 for the full control effect. This is a subset, so the mix of outcomes need not match the whole.

SMILES | HEK293 tox | GPT2 inh | HEK293 viab | SNCA expr inhib | 3T3 cytotox | Luciferase inh | IP6K1 inhibitor
Cc1ccc(-c2ccc(CN)cc2)cc1Cl | 32µM* | -11%[88.5 µM] | ? | ? | 32µM* | / | 4
O=C1NCN(Cc2ccc(Cl)cc2)C12CCN(Cc1ccc(C(F)(F)F)cc1)CC2 | 40µM* | 0% | 6% | 32%[activator] | ? | -1% | 10
COc1ccc(Nc2ccnc(N3CCC(C(=O)N4CCN(C)CC4)CC3)n2)cc1 | ? | i | 11%[12.5 µM] | -5% | -25% | / | -4
CC(C)c1cc(NCCC(=O)NC2CCCCC2)n2nccc2n1 | i | i | -1% | -21% | -1% | 0% | 3
O=C(NC1(C(F)(F)F)N=C(c2ccccc2)N(Cc2ccccc2)C1=O)c1ccc(F)cc1 (configuration not stated) | / | / | -19% | 4% | / | / | 16
CO[C@H]1C(=O)N(C2CCN(C(=O)Nc3ccccc3F)CC2)[C@H]1c1ccncc1 | i | i | 5% | -4% | 3% | 8% | 1
O=C1NCc2ccccc2CC12CCCN(Cc1c[nH]c3ccccc13)C2 (configuration not stated) | ? | i | -12% | 48%[activator] | ? | / | 15
Cc1cc(C(=O)N2CCOC[C@H](Oc3ccc(S(C)(=O)=O)cc3)C2)no1 | i | -11%[88.5 µM] | -6%[87.6 µM] | ? | -5%[138 µM] | 2%[172 µM] | 18
CC1(c2ccccc2)N(Cc2ccccc2)C(=O)OC12CCN(c1cccnc1)CC2 (configuration not stated) | 71µM* | -9%[88.5 µM] | -24%[87.6 µM] | 4%[87.6 µM] | 89µM* | 2%[172 µM] | -7
COc1ccc(-c2noc([C@@H]3CCCN3C(=O)c3ccc(Cl)cc3OC)n2)cc1 | ? | i | -30% | ? | ? | 2% | 0
Cc1ccsc1C(=O)N1CCC2(CC1)N(c1ccccc1)C(=O)CS2(=O)=O | 1% | i | 23% | 13% | -1% | -4% | 0
NC(=O)CNC(=O)C1=C[C@@H](NC(=O)c2cccs2)[C@@H](O)[C@H](O)C1 | -5%[172 µM] | 2%[88.5 µM] | -1%[87.6 µM] | 23%[87.6 µM] | i | 14%[172 µM] | -10
COc1ccc(CCNC(=O)CN2C(=O)C(c3ccccc3)=NC23CCCC3)cc1OC | -22% | i | -18%[12.5 µM] | -23% | -6% | -3% | 8
Cc1noc([C@@H](C)NC(=O)c2ccc(Cl)cc2)c1C(=O)O | i | -7%[88.5 µM] | 4%[87.6 µM] | -16%[87.6 µM] | -9%[138 µM] | -1%[172 µM] | 6
COC(=O)c1ccc(Cn2nnc3c(=O)[nH]c(C4CCCN(S(=O)(=O)c5ccccc5)C4)nc32)cc1 (configuration not stated) | / | / | 9% | 3% | / | / | 12
C=CCC(O)(CC=C)CNC(=O)C1CCC(=O)N(CCc2ccccn2)C1 (configuration not stated) | i | i | 7% | ? | 2% | -8% | 10
O=C1Cc2c(-c3cccc(N4CCOCC4)c3)n[nH]c2CN1CCOc1ccccc1 | ? | -12%[88.5 µM] | -12%[87.6 µM] | -9%[87.6 µM] | ? | -2%[172 µM] | 10
CCOc1ccccc1C1NC(=O)N(CC(=O)Nc2c(C)cccc2CC)C2=C1C(=O)OC2 (configuration not stated) | -21% | 1% | 7% | -23% | -2% | 9% | -3
Cn1cc(CN2C[C@H](C(=O)Nc3ccccc3)C[C@@H]2c2cccc(C(F)(F)F)c2)cn1 | ? | -22%[88.5 µM] | ? | ? | ? | -12%[172 µM] | 7
Cc1ccccc1C(=O)N1CCC2(C1)C(=O)N(CCc1ccccc1)c1ccccc12 (configuration not stated) | 40µM*! | i | -4%&-3% | ? | ? | -7%&-7% | 5&19
Cc1ccc(C(=O)NC2CCN(c3cc(C(F)(F)F)nc(C)n3)CC2)cc1 | ? | i | -7% | -11% | ? | 0% | 10
C=C1CC[C@@H]2[C@](C)(CO)[C@H](O)CC[C@@]2(C)[C@@H]1C/C=C1/C(=O)OC[C@@H]1O | / | 5%[27.3 µM] | -29% | / | / | / | 8
COc1ccc2[nH]c(CNC(=O)C(c3ccc(F)cc3)N(C)C)cc2c1 (configuration not stated) | ? | -31% | -5% | -10% | -22% | -10% | 5
COc1ccc(Cn2ccc3nc(C)c(C(=O)NCc4ccc(SC)cc4)cc3c2=O)cc1 | / | / | -1% | -3% | / | / | -8
Cc1nn(-c2ccc(C(C)(C)C)cc2)c(C)c1[C@@H]1C=C[C@@H](NC(=O)CC(C)(C)CC(=O)O)C1 | i | i | 0% | -1% | ? | ? | -4
The list goes on.
SMILES | HEK293 tox | GPT2 inh | HEK293 viab | SNCA expr inhib | 3T3 cytotox | Luciferase inh | IP6K1 inhibitor
CCn1c(C(=O)NCc2ccccc2Cl)cc2sc(Cl)cc21 | / | / | -2% | 42%[activator] | / | / | 16
O=C(c1ccoc1)N1CCN(C(=O)N2CC3CC(C2)[C@H]2CCCC(=O)N2C3)CC1 (some centres not stated) | 2% | -12% | 1% | -21% | 1% | 1% | 14
O=C(c1ccccn1)N1CC[C@@H]2[C@@H](CCC(=O)N2CCc2cnc[nH]2)C1 | i | i | 2% | -3% | i | 7% | 8
Cc1ccc(NC(=O)c2cc(S(=O)(=O)N3CCCC3)c[nH]2)c(C)c1 | / | / | 16% | 54%[activator] | / | / | 15
CCc1ccc(CN2CCC3(Cc4ccccc4CNC3=O)C2)cc1 (configuration not stated) | ? | i | -15% | 3% | ? | / | -14
CCOc1ccc(NC(=O)c2ccc3c(c2)nnn3C2CCCC2)cc1 | / | / | 14% | -19% | / | / | -8
O=C(NC1C[C@H]2CC[C@@H](C1)N2C(=O)c1ccco1)c1ccncc1 (some centres not stated) | 0% | i | 2% | -1% | -9% | -5% | 2
CN(C)c1ccc(-c2ccnc(N[C@H]3CO[C@H]4[C@@H]3OC[C@@H]4NC(=O)NCc3ccccc3)n2)cc1 | 32µM* | 2% | 7% | 9% | 22µM* | ? | 16
COc1ccccc1CNC(=O)C1(CCO)CCN(c2ncccn2)C1 (configuration not stated) | -20% | i | -5% | 1% | -13% | -1% | 4
O=C(NCc1ccc2c(c1)OCO2)C1CCc2sc(C(=O)N3CCCCCC3)cc2C1 (configuration not stated) | ? | 0% | -8% | 10% | ? | -6% | 1
CCCNC(=O)N1CCC2(CC1)CC(N(C(=O)NC(C)C)C1CC1)CCO2 (configuration not stated) | -1% | i | -3% | -11% | -4% | 7% | 2
CC(CO)C1CCC2(C)CC3C(CO)CC(O)C3C(C)(O)C/C=C/12 (configuration not stated) | / | 2%[27.3 µM] | -1% | / | / | / | -5
CC(C)c1noc(-c2cn(C3CCN(C(=O)c4cccs4)CC3)nn2)n1 | ? | ? | 6% | -5% | ? | -7% | -8
CCCN(CC1CCOC1)S(=O)(=O)c1cccc(OC)c1 (configuration not stated) | 0% | -1% | -19% | -13% | 3% | 7% | 3
Cc1cc(C)n(CC(=O)N2C[C@@H](Oc3ccccc3)C[C@H]2C(=O)N2CCCC2)n1 | 3% | -1% | -18% | 23% | -9% | -13% | 8
O=C(O)C1CCc2nnc(C3CCN(C(=O)c4ccc5c(c4)OCO5)CC3)n21 (configuration not stated) | i | ? | 2% | -10% | i | / | 2
O=C(OCc1ccccc1F)c1ccc(-c2nnn(Cc3ccccc3)n2)cc1 | / | / | 3% | -2% | / | / | 14
COc1ccc(C(=O)N(Cc2ccc(N(C)C)cc2)CC2CCCO2)cc1 (configuration not stated) | / | / | ? | 45%[activator] | / | / | -12
CN(C)C[C@@H]1CN(Cc2ccccc2)C[C@H]1NC(=O)c1nccn1C | ? | i | -12% | 1% | 1% | -2% | -8
CC(=O)NC1(C)CN(Cc2ccc(-c3ccccc3OCc3ccccc3)s2)C1 | 40µM* | -4%[88.5 µM] | -17%[87.6 µM] | 130%[activator][87.6 µM] | 28µM* | 7.1µM* | 5
CCCN(CCC)C(=O)C1CCCN(S(=O)(=O)c2cc(Br)cc3c2N(C(=O)CC)CC3)C1 (configuration not stated) | / | / | -4% | -20% | / | / | 9
CC[C@H]1CN(C(=O)Nc2ccccc2)CC[C@H]1CC(=O)N(C)CC#N | -17%[172 µM] | i | 3%[87.6 µM] | 23%[87.6 µM] | -23%[174 µM] | 9%[172 µM] | -2
O=C(NC1CCN(c2cc(-c3ccccc3)[nH]n2)CC1)c1cccnc1 | 14% | i | -3% | -14% | -1% | 7% | 2
CS(=O)(=O)N(Cc1cccnc1)C1CN(C(=O)c2c[nH]c3ccccc23)C1 | -20% | i | 10% | 1% | -4% | -8% | 8
CSc1ccc(-c2nnn(CC(=O)Nc3sc4c(c3C#N)CCC(C(C)(C)C)C4)n2)cc1 (configuration not stated) | / | / | -2% | -9% | / | / | 18
Cc1ccccc1CC(=O)N1C[C@@H](CO)[C@H](NC(=O)c2ccccc2)C1 | -6% | 0% | -3% | -11% | -5% | / | 1
COCC(=O)NC1CCN(C(=O)c2ccc(-c3cccc(OC)c3)cc2)CC1 | ? | i | 0%&-4%[12.5 µM] | 2%&-4% | ? | / | -12&-11
